Screens from PubChem BioAssay.
Bcl-W Bim block: inhibitors of Bim-Bcl-W interaction, human | bead-based flow cytometry, Bim peptide-Bcl-W binding | inhibition, % at 10 µM | 0.02% of 190,000 active;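 note: 0% = bound tracer without compound and 100% = peptide blocker; higher means less fluorescent Bim peptide bound to Bcl-W beads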
Target sequence (Q92843 whole entry, looked up): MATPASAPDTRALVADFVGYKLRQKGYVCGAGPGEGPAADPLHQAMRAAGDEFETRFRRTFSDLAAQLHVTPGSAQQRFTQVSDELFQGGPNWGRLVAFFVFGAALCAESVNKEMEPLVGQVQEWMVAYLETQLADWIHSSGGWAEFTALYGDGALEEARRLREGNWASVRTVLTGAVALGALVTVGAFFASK
Bim-Bfl-1: inhibitors of Bim-Bfl-1 interaction, human. Q16548. Bead-based flow cytometry, Bim-Bfl-1 binding inhibition. inhibition, % at 10 µM. 0.12% of 190,000 active. AID 1008;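 note: 0% = wells without compound plus tracer and 100% = blocker peptide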
Bcl-XL Bim block: inhibitors of Bim-Bcl-XL interaction, human; Q07817; Bim peptide-Bcl-XL binding, bead flow cytometry, fluorescence; inhibition, % at 10 µM; 0.04% of 190,000 active; AID 1007
Target sequence (Q07817 whole entry, looked up): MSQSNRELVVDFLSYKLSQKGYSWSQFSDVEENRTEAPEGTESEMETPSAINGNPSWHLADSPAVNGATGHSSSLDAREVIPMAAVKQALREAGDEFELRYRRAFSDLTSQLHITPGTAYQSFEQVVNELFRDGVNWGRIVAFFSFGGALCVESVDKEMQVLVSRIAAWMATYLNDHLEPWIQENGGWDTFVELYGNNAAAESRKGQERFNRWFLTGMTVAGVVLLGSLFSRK
Mcl1-Bid inh: Mcl-1/Bid interaction inhibition | 0.97% of 220,000 active | Q07820 | TR-FRET Mcl-1/Bid-Dy647 peptide binding, 1536-well | AID 1021 | inhibition, % at 21.7 µM;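 active = compounds that cut the binding signal by more than half at the single screening dose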;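 note: His-tagged Mcl-1 with europium anti-His antibody binding Bid BH3 peptide; 0% = Mcl-1 plus peptide wells and 100% = peptide-only wells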
Target sequence (Q07820 whole entry, looked up): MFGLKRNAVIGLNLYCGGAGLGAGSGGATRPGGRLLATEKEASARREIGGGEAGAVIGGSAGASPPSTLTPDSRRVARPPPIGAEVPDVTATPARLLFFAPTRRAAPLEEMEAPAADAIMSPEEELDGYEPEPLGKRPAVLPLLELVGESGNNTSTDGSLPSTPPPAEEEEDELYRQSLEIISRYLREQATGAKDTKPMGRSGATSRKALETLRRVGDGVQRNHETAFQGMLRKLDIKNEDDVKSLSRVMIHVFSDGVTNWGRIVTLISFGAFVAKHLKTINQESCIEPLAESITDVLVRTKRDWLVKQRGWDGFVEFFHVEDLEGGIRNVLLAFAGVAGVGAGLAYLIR
RGS8-Gao: regulators of human RGS8-Galphao interaction | P09471 | multiplexed bead flow cytometry, RGS8-Galphao binding; actives lie on both sides | response (percent of control binding), % at 10 µM | 0.34% of 220,000 active | AID 1423; in the data active = response below about 60% or above about 140%; inactive = in between;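 note: Galphao activated as the GDP aluminium fluoride complex binding bead-coupled RGS8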
GSH bead fluor: GSH bead compound fluorescence profile; GSH beads flow cytometry, compound fluorescence 488/530 nm; active compounds read high; 0.25% of 190,000 active; fluorescence (KMESF) at 10 µM; in the data active = fluorescence above about 89;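 note: glutathione beads carrying GST-tagged Bcl family fusion proteins plus one bare bead set; values are compound well signal with DMSO vehicle wells as background; inactives centre near 16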
Bcl-B Bim block: inhibitors of Bim-Bcl-B interaction, human | Q9HD36 | bead-based flow cytometry, Bim peptide-Bcl-B binding | inhibition, % at 10 µM | 0.073% of 190,000 active | AID 951;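 note: 0% = tracer peptide without compound and 100% = reference inhibitor peptide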
RGS4-Gao reg: modulates binding of RGS4 to human Galphao | P09471 | binding response (% of control), % at 10 µM | AID 1415 | 0.33% of 220,000 active | Multiplexed bead flow cytometry; actives lie on both sides; in the data active = binding response below about 49% or above about 150%; inactive = in between;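 note: fluorescent Galphao activated with aluminum fluoride binding bead-coupled RGS4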
Mcl-1 Bim block: disrupts Bim peptide binding to human Mcl-1 | Q07820 | Bead-based flow cytometry, Bim peptide-Mcl-1 binding | 0.1% of 190,000 active | inhibition, % at 10 µM;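 note: 0% = no compound tracer wells and 100% = peptide blocker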
Bim-Bcl-2: human Bim-Bcl-2 interaction inhibition. P10415. Bead-based flow cytometry, Bim peptide-Bcl-2 binding. inhibition, % at 10 µM. 0.06% of 190,000 active. AID 950; in the data active = inhibition above about 40%; inconclusive = no clear call, values can overlap the other calls;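 note: 0% = no compound wells with probe peptide and 100% = reference peptide inhibitor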
Target sequence (P10415 whole entry, looked up): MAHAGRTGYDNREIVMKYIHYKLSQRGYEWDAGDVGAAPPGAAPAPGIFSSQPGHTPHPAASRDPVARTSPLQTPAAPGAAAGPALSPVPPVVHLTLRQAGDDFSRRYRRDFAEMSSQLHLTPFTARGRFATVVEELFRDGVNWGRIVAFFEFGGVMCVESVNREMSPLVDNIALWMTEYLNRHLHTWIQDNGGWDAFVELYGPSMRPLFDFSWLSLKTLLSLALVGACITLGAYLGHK
RGS7-Gao reg: modulates binding of RGS7 to human Galphao | 0.35% of 220,000 active | Multiplexed bead flow cytometry; actives lie on both sides | P09471 | binding response (% of control), % at 10 µM | AID 1439; in the data active = binding response below about 49% or above about 150%; inconclusive = no clear call, values can overlap the other calls; inactive = in between;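 note: fluorescent Galphao held in activated GDP-AlF4 state binding bead-coupled RGS7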
* hit, by the source's call; u = inconclusive. Cut-off read from the data, not from the text of the source, unless noted: active = inhibition above about 40%.

SMILES	Bcl-W Bim block	Bim-Bfl-1	Bcl-XL Bim block	Mcl1-Bid inh	RGS8-Gao	GSH bead fluor	Bcl-B Bim block	RGS4-Gao reg	Mcl-1 Bim block	Bim-Bcl-2	RGS7-Gao reg
CC1(C)Cc2c(c(N3CCCC3)[nH]c(=S)c2C#N)CO1	2.0	6.0	6.0	-21.3	85.1	24	-2.0	89.8	1.0	2.0	91.3
CCOc1ccc(-c2cc(C(=O)NCCCn3ccnc3)c3ccccc3n2)cc1	-1.0	-8.0	-4.0	-5.4	102.7	62	-7.0	101.9	-2.0	-4.0	102.0
Cc1ccc(C)c(C(=O)Cn2ncc(Cl)c(Cl)c2=O)c1	2.0	-9.0	0.0	-2.6	106.4	13	-2.0	104.2	0.0	-7.0	100.4
CC(C)C(NC(=O)C12CC3CC(CC(C3)C1)C2)C(=O)N/N=C/C1=C(N2CCOCC2)C(=C\c2ccc([N+](=O)[O-])cc2)/CC1 (configuration not stated)	-2.0	0.0	-5.0	-8.4	94.9	9	-5.0	90.1	-3.0	-4.0	93.1
O=C(CSc1nnc2n(C3CCCC3)c(=O)c3ccccc3n12)N1CCCCCC1	-1.0	-4.0	-2.0	-16.3	100.9	10	0.0	97.5	-1.0	-1.0	97.1
CCN1CCN(c2ncnc3c2nnn3Cc2ccccc2)CC1	-7.0	-1.0	2.0	-29.1	114.5	40	-4.0	104.1	-4.0	-2.0	104.4
CCN1CCCC1CNC(=O)COc1cc(=O)n(C)c2ccccc12 (configuration not stated)	-4.0	-3.0	-5.0	-13.8	102.1	63	-3.0	102.1	-1.0	-1.0	98.1
C/C(CC(=O)Nc1ccc(Cl)cc1Cl)=N\NC(=O)C(=O)N1CCCC1	1.0	-9.0	-1.0	-6.4	99.5	18	-1.0	97.7	-2.0	-4.0	91.4
CCOc1ccc(/C=C(\C(=O)O)c2ccc(S(=O)(=O)N3CCOCC3)s2)cc1OC	-5.0	-4.0	-7.0	-46.8	100.4	9	-3.0	100.6	-6.0	-1.0	98.2
Cc1cccc(C(=O)OCc2cc3ccccc3[nH]c2=O)c1	0.0	-1.0	-3.0	14.4	97.9	30	-1.0	100.7	-2.0	0.0	97.0
COC(=O)C1=CN(Cc2cccs2)C=C(C(=O)OC)C1c1ccc(OC)cc1OC	-2.0	-12.0	-3.0	-50.8	102.4	15	-8.0	104.7	-2.0	-6.0	97.5
Clc1ccccc1Cc1noc(CN2CCCCC2CCc2ccccn2)n1 (configuration not stated)	-3.0	-7.0	-3.0	-16.9	97.6	10	-6.0	97.9	-3.0	-1.0	96.6
O=C1CN(C(=O)COC(=O)c2ccc[n+]([O-])c2)c2ccccc2N1	7.0	1.0	1.0	-30.0	102.9	18	0.0	93.3	3.0	5.0	107.5
CC(C)COc1ccc(CNC(=S)N/N=C/c2ccc([N+](=O)[O-])cc2)cc1	-2.0	-2.0	6.0	-55.3	100.9	58	-1.0	107.9	0.0	-3.0	107.8
CCc1ccc2oc(=O)cc(CN3CCC(C)CC3)c2c1	0.0	-4.0	-4.0	5.2	100.2	41	-7.0	102.0	-6.0	-4.0	99.2
CCOc1ccc(-c2nc(N)nc(C)c2-c2ccc(OC)c(OC)c2)c(O)c1	4.0	-10.0	-1.0	-11.5	101.3	10	-4.0	100.1	2.0	-2.0	105.7
CCC(=O)Nc1c(S(=O)(=O)c2ccccc2)c2nc3ccccc3nc2n1C(C)c1ccccc1 (configuration not stated)	0.0	2.0	-3.0	24.9	102.7	15	-4.0	100.9	0.0	0.0	102.6
COc1cccc(CNn2cn[nH]c2=S)c1OCc1ccccc1	3.0	3.0	-1.0	-35.7	95.5	14	-18.0	99.6	0.0	0.0	110.5
N#C/C(C(=O)Oc1ccccc1)=C1\C=CC=CN1	0.0	-11.0	0.0	-5.3	98.1	28	-10.0	99.4	-1.0	-10.0	100.3
Fc1ccc(NC(=S)Nc2ccccc2Cl)cc1	-6.0	-7.0	-5.0	-31.7	102.3	11	-9.0	103.2	-5.0	-4.0	96.4
CCC(=O)Oc1ccc(-c2cnc3ccccc3n2)cc1	0.0	1.0	0.0	14.0	92.4	32	-11.0	95.7	-1.0	-7.0	92.5
CC(=O)Nc1cccc(NC(=S)Nc2ccc(F)c(Cl)c2)c1	-1.0	-2.0	-3.0	-38.3	102.4	15	-6.0	103.7	0.0	-3.0	102.7
CCOc1ccc(N(C)S(=O)(=O)c2ccc(C)c(C(=O)OCC(=O)c3c[nH]c4ccccc34)c2)cc1	4.0	-1.0	0.0	-20.2	100.7	10	0.0	97.6	4.0	0.0	96.2
CSCCCNC(=S)Nc1ccc(N2CCOCC2)cc1	-1.0	-5.0	-6.0	-30.2	102.2	13	-4.0	99.2	-1.0	-7.0	90.7
Cc1cc(Cl)ccc1OCC(=O)N1CCN(c2ncccn2)CC1	2.0	-1.0	-1.0	-3.6	103.0	10	-3.0	100.3	3.0	0.0	103.0
CCc1ccc(N2CC(C(=O)Nc3nccs3)CC2=O)cc1 (configuration not stated)	3.0	-7.0	-4.0	-10.8	100.4	15	-6.0	97.6	-1.0	-6.0	101.0
O=C(Nc1ccc(Cl)c(S(=O)(=O)Nc2ccccc2Cl)c1)c1cccs1	4.0	2.0	0.0	-11.9	98.5	4	0.0	96.8	5.0	1.0	94.2
CCOc1ccc(NC(=O)N2CCC(n3c(=O)[nH]c4ccccc43)CC2)cc1	-1.0	-9.0	-2.0	-21.2	106.5	23	-6.0	106.4	2.0	-7.0	108.0
COc1ccc(Cn2nnnc2CN2CCC(O)(c3ccc(F)cc3)CC2)cc1	0.0	-6.0	-2.0	1.8	97.6	12	-4.0	94.5	1.0	0.0	97.4
CCCCCCC1NC(C(=O)O)CS1 (configuration not stated)	2.0	-7.0	1.0	-89.1	99.3	69	-4.0	103.7	1.0	-3.0	104.7
COCCNC(=O)c1cc(C(=O)CC(C)C)c[nH]1	0.0	6.0	1.0	-1.5	99.4	11	3.0	98.5	-1.0	5.0	98.3
COc1cccc(CN(CC2CCCO2)S(=O)(=O)c2ccc(S(=O)(=O)NCC3CCCO3)cc2)c1OC (configuration not stated)	0.0	-3.0	-1.0	-25.5	95.6	14	-1.0	88.2	-2.0	1.0	98.9
C=CCN1C(=O)/C(=C2/Sc3ccc(OC)cc3N2C)SC1=Nc1ccc(OC)cc1	-2.0	-4.0	-2.0	-27.9	98.5	13	-5.0	100.1	-2.0	-1.0	u
O=C(c1cc(-c2cccc(O)c2)on1)N1CCOCC1	0.0	-9.0	-5.0	-4.0	102.1	18	-4.0	99.7	0.0	-4.0	101.5
CC1CN(Cc2nc3c(c(=O)[nH]c(=O)n3C)n2CCN2CCOCC2)CC(C)O1 (configuration not stated)	0.0	1.0	-1.0	-4.9	101.0	17	-2.0	99.3	0.0	1.0	101.8
CCc1nc(SCC(=O)c2ccccc2)c2ccccc2n1	-1.0	0.0	-3.0	-10.1	101.7	12	-13.0	99.9	-1.0	-1.0	100.2
CCOC(=O)C(NCCc1ccccc1)(NC(C)=O)C(F)(F)F (configuration not stated)	-1.0	-2.0	-5.0	-13.9	97.6	10	-5.0	96.7	-4.0	-2.0	95.1
Cc1ccc(-c2csc3nc(CSc4nnc(-c5ccc(Cl)cc5)n4C)[nH]c(=O)c23)cc1	0.0	1.0	-3.0	-20.4	101.1	8	-8.0	99.9	0.0	1.0	99.4
COC(CNC(=O)C1CCCN(S(=O)(=O)c2c(C)noc2/C=C/c2cccs2)C1)OC (configuration not stated)	0.0	-9.0	-2.0	-20.8	96.2	13	-4.0	96.2	0.0	-9.0	98.2
COc1ccc(C(=O)NC(Cc2ccc(OC(=O)c3ccc(OC)cc3)cc2)C(=O)O)cc1 (configuration not stated)	2.0	0.0	-3.0	4.3	96.3	13	-3.0	99.1	0.0	3.0	98.2
COCCNC(=O)c1cn(Cc2c(F)cccc2Cl)nn1	-3.0	-2.0	-5.0	-5.0	99.7	13	-2.0	100.4	0.0	-4.0	97.8
Cc1nnc(SCCCn2c(N3CCN(c4ccccc4)CC3)nc3c2c(=O)[nH]c(=O)n3C)s1	-3.0	-10.0	-7.0	-19.9	99.9	24	-10.0	93.2	-2.0	-3.0	91.2
Clc1ccc(-c2ccc(SCc3ccccn3)nn2)cc1	-2.0	-3.0	-2.0	-15.8	96.5	32	-1.0	99.0	0.0	0.0	97.4
CN(CCC#N)C(=O)COC(=O)/C=C/c1cccs1	0.0	-3.0	0.0	-14.4	98.5	14	-3.0	96.2	0.0	-2.0	98.3
Cn1c(Cc2cccc3ccccc23)nnc1SCC(=O)N1CCN(c2ccccc2)CC1	-1.0	-3.0	-3.0	-45.1	80.0	8	-5.0	85.0	-2.0	-1.0	81.5

Only RGS7-Gao reg, Bim-Bcl-2 and Mcl1-Bid inh (four entries from above):
SMILES | RGS7-Gao reg | Bim-Bcl-2 | Mcl1-Bid inh
CC(C)C(NC(=O)C12CC3CC(CC(C3)C1)C2)C(=O)N/N=C/C1=C(N2CCOCC2)C(=C\c2ccc([N+](=O)[O-])cc2)/CC1 (configuration not stated) | 93.1 | -4.0 | -8.4
O=C(CSc1nnc2n(C3CCCC3)c(=O)c3ccccc3n12)N1CCCCCC1 | 97.1 | -1.0 | -16.3
CCN1CCN(c2ncnc3c2nnn3Cc2ccccc2)CC1 | 104.4 | -2.0 | -29.1
CCN1CCCC1CNC(=O)COc1cc(=O)n(C)c2ccccc12 (configuration not stated) | 98.1 | -1.0 | -13.8

More structures
SMILES	Bcl-W Bim block	Bim-Bfl-1	Bcl-XL Bim block	Mcl1-Bid inh	RGS8-Gao	GSH bead fluor	Bcl-B Bim block	RGS4-Gao reg	Mcl-1 Bim block	Bim-Bcl-2	RGS7-Gao reg
CC(CC1CC(C)(C)OC1=O)C(=O)Nc1ccc([N+](=O)[O-])cc1 (configuration not stated)	-6.0	-17.0	-12.0	-7.6	98.7	20	-14.0	95.7	-5.0	-10.0	93.1
Cc1[nH]c2ccc(Cl)cc2c(=O)c1CN1CCCC1	0.0	-6.0	-5.0	-6.2	104.2	12	-4.0	100.9	-3.0	-3.0	100.0
Cn1c(N)c(C(=O)COC(=O)C2(c3cccc(F)c3)CCCC2)c(=O)n(C)c1=O	-1.0	-3.0	-2.0	0.6	100.0	28	-4.0	97.7	-2.0	-4.0	95.8
Cc1ccc(N(C(C)C(=O)N2CCC(C)CC2)S(C)(=O)=O)cc1C (configuration not stated)	0.0	1.0	2.0	-3.4	102.5	16	-2.0	98.8	1.0	0.0	98.5
O=C(N/N=C\CCc1ccccc1)c1ccco1	-3.0	-12.0	-5.0	-8.6	102.8	17	-7.0	102.7	-2.0	-6.0	101.6
O=C(N/N=C/c1cccc(O)c1)c1cc(-c2ccc3c(c2)OCO3)n[nH]1	-3.0	-2.0	-4.0	-7.9	103.4	6	-5.0	102.4	-2.0	0.0	100.7
Cc1ccc(S(=O)(=O)/C=C/c2ccccc2)cc1	-6.0	-16.0	-10.0	-8.9	102.1	15	-11.0	101.5	-2.0	-7.0	98.9
O=C(NC(Cc1ccccc1)c1nc2ccccc2[nH]1)c1ccc(Cl)c([N+](=O)[O-])c1 (configuration not stated)	-3.0	-7.0	-6.0	28.1	99.1	14	-4.0	99.9	-1.0	-8.0	100.8
COc1ccc(/C=C2/N=C3CCCCCN3C2=O)cc1OC	0.0	1.0	-3.0	-15.3	102.6	12	0.0	97.7	2.0	2.0	100.2
